Compound activity (PubChem BioAssay)
FadD28 FP inh = blocks FadD28 binding to the bisubstrate probe; inhibition, % at 12.5 µM; AID 588549; hit rate 0.22% among 360,000; fluorescence polarization; in the data active = inhibition above about 8.5%, passing the limit was not always enough; inconclusive = no clear call, values can overlap the other calls
FBA Mtb inh = Mtb fructose-bisphosphate aldolase inhibition; P9WQA3; purified M. tuberculosis FBA, fluorescence read-out; inhibition, % at 1 µM; hit rate 2.3% among 360,000; in the data active = inhibition above about 27%;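 note: 0% = vehicle and 100% = reference inhibitor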
BioA inh = blocks M. tuberculosis BioA enzyme activity; hit rate 0.096% among 360,000; inhibition, % at 9.99 µM; AID 602481; purified M. tuberculosis BioA enzyme, plate reader; in the data active = inhibition above about 40%; inconclusive = no clear call, values can overlap the other calls
Anthrax LF inh2 = inhibitors of Bacillus anthracis lethal factor protease; multiplex microsphere protease cleavage assay, LF; AID 588501; P15917; inhibition, % at 10 µM; hit rate 0.12% among 360,000; note: plate controls were buffer without enzyme for full effect and enzyme alone for no effect
Target sequence (P15917 whole entry, looked up): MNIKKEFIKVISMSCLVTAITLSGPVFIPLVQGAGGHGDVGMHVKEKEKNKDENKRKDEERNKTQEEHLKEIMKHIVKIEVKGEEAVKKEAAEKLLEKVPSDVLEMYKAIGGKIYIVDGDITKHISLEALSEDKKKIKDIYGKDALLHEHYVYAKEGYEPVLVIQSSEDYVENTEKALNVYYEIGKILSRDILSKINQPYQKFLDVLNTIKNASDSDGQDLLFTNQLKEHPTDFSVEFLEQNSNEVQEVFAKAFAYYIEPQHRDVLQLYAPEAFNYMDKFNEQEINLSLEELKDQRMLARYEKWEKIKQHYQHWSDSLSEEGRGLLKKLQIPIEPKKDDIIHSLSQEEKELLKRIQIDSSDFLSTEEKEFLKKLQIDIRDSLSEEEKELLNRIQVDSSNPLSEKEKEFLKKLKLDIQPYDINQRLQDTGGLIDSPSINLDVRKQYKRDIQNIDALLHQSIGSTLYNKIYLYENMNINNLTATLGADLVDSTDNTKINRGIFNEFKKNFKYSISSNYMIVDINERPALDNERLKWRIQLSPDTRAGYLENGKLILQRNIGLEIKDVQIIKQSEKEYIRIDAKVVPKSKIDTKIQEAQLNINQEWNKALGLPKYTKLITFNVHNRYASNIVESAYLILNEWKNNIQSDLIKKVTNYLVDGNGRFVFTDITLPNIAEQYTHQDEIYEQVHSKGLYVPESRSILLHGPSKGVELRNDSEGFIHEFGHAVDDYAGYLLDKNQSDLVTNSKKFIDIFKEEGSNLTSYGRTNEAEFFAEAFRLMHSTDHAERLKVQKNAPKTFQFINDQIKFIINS
Mtb UGM inh = inhibitors of M. tuberculosis UDP-galactopyranose mutase. purified UGM, fluorescence polarization probe displacement. inhibition, % at 10 µM. P9WIQ1. hit rate 0.06% among 320,000; in the data active = inhibition above about 10%, passing the limit was not always enough; inconclusive = no clear call, values can overlap the other calls
GDH-TPI counter = counter-screen for M. tuberculosis FBA inhibitors: GDH-TPI coupled enzymes; GDH-TPI coupled enzyme counterscreen, NADH absorbance; inhibition, % at 4.8 µM; hit rate 1.2% among 360,000; in the data active = inhibition above about 30%;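 note: 0% = DMSO wells and 100% = wells lacking the enzyme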
BoNT F protease = BoNT F light chain protease inhibition; Multiplex microsphere protease cleavage assay, flow cytometry; inhibition, % at 10 µM; hit rate 0.22% among 360,000; in the data active = inhibition above about 35%, passing the limit was not always enough; inconclusive = no clear call, values can overlap the other calls; note: plate controls were buffer without enzyme for full effect and enzyme alone for no effect
BoNT-A LC inh2 = inhibitors of Botulinum neurotoxin A light chain protease | multiplex microsphere protease substrate cleavage, flow cytometry | inhibition, % at 10 µM | hit rate 0.17% among 360,000 | AID 588499; note: plate controls were buffer without enzyme for full effect and enzyme alone for no effect
PfHsp40 rescue = rescue of PfHsp40-mediated yeast toxicity | growth rescue, % at 12.5 µM | hit rate 0.68% among 340,000 | S. cerevisiae expressing PfHsp40, growth rescue, ATP luminescence; in the data active = growth rescue above about 28%, passing the limit was not always enough; inconclusive = no clear call, values can overlap the other calls;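 note: yeast W303a lacking pdr1 and pdr3 grown in galactose medium; growth measured after three days at 30 °C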
* marks the source's active call; other numbers are inactive results; ? = inconclusive; . = not tested or not shown; + = active, no number. Cut-off read from the data, not from the text of the source, unless noted: active = inhibition above about 30%; inconclusive = no clear call, values can overlap the other calls; inactive = below that.

mol	FadD28 FP inh	FBA Mtb inh	BioA inh	Anthrax LF inh2	Mtb UGM inh	GDH-TPI counter	BoNT F protease	BoNT-A LC inh2	PfHsp40 rescue
COP(=O)(OC)c1nc(-c2cccc3ccccc23)oc1N1CCOCC1	0.5	+	.	0.0	0.7	18.9	4.9	-0.6	-1.4
CC(NS(=O)(=O)/C=C/c1ccccc1)C(=O)NCCc1ccc(S(N)(=O)=O)cc1 (configuration not stated)	-0.7	-1.1	0.2	0.1	.	-1.2	-6.1	-0.3	0.3
CCOc1ccc(NC(=S)N2CCc3cc(OC)c(OC)cc3C2COc2ccc3c(C)cc(=O)oc3c2)cc1 (configuration not stated)	0.7	14.2	.	-1.3	-2.5	23.0	-7.6	-0.6	1.2
c1ccc(-n2ncc3c(NCc4ccc5c(c4)OCO5)ncnc32)cc1	-2.3	0.4	-1.1	-3.6	0.1	6.1	-3.2	-0.7	-0.4
CC(C)N1CCN(Cc2cccn2-c2cccnc2)CC1CCO (configuration not stated)	0.8	-1.1	.	-2.3	1.1	3.1	3.9	-0.1	-0.2
Nc1ccc(N2CCN(c3cccc(Cl)c3)CC2)cc1	-4.8	-3.4	.	-8.0	.	-6.3	-42.5	-0.2	0.6
N=c1c(-c2nc3ccccc3[nH]2)cc(C(=O)c2ccco2)nn1-c1ccccc1	-4.0	-5.4	.	-1.2	1.6	3.1	-0.7	0.6	-1.1
CSc1ncccc1C(=O)OCC(=O)NC1CCS(=O)(=O)C1 (configuration not stated)	0.4	0.1	0.3	-7.3	-0.8	6.0	1.6	-0.6	1.9
CC1=CCC2C(=O)N(c3nc4ccccc4n3C)C(=O)C2C1 (configuration not stated)	-2.6	0.7	-3.9	-0.3	4.2	5.5	3.4	0.7	-0.5
CCCC(OC(=O)CC1Sc2ccccc2NC1=O)C(=O)NCc1ccco1 (configuration not stated)	-0.6	-2.2	1.0	-1.0	4.5	2.6	-2.5	2.1	0.6
Nc1cc(N)nc(SCC(=O)NCC2CCCO2)n1 (configuration not stated)	-1.8	-2.4	-2.8	-0.8	3.0	-1.9	-1.3	?	-0.5
Cc1nc2nc(C)c(CCC(=O)NC(C)c3ccc4c(c3)OCCO4)c(C)n2n1 (configuration not stated)	0.0	2.5	-1.0	1.9	-0.2	3.5	-0.3	0.5	-0.4
Nc1cc(C(=O)O)ccc1N1CCCCC1	1.9	9.0	-0.1	1.6	0.9	1.9	-1.1	-0.1	0.4
Cc1cc2c(C)nc(N/N=C/c3ccc([N+](=O)[O-])cc3)nc2o1	0.4	-3.5	.	-2.1	-2.3	12.5	-13.8	0.2	-0.2
CCS(=O)(=O)N1CCN(C(=O)c2cccnc2)CC1	-1.4	-3.0	0.9	0.4	2.8	6.1	-28.5	-0.9	1.6
CC(=O)C1C(c2ccccc2OC(F)F)NC(=O)NC1(O)C(F)(F)F (configuration not stated)	-1.1	3.8	.	-0.7	-0.6	9.2	2.7	-0.2	1.6
CCC1CC(=O)CCN1S(=O)(=O)c1ccc(C)cc1 (configuration not stated)	-2.1	-0.1	-0.5	-0.3	.	-9.4	6.7	-0.1	-1.2
CCN(CC(=O)Nc1ccc(NC(C)=O)cc1)C(=O)CN1C(=O)C2CCCCC2C1=O (configuration not stated)	-1.1	3.5	5.4	-3.0	-1.2	7.5	6.1	0.2	-0.7
COC(=O)c1ccccc1NC(=O)Cc1ccccc1OC	-1.0	1.7	0.5	-6.4	-4.4	-7.0	1.8	0.4	-0.7
O=C(NCCc1ccccc1)c1ccc(CS(=O)(=O)c2ccc(Cl)cc2)o1	-3.8	-2.6	.	2.6	-0.1	-16.8	-6.4	-0.6	1.3

Three consecutive compounds from above, quoted:
mol	FadD28 FP inh	FBA Mtb inh	BioA inh	Anthrax LF inh2	Mtb UGM inh	GDH-TPI counter	BoNT F protease	BoNT-A LC inh2	PfHsp40 rescue
CCN(CC(=O)Nc1ccc(NC(C)=O)cc1)C(=O)CN1C(=O)C2CCCCC2C1=O (configuration not stated)	-1.1	3.5	5.4	-3.0	-1.2	7.5	6.1	0.2	-0.7
COC(=O)c1ccccc1NC(=O)Cc1ccccc1OC	-1.0	1.7	0.5	-6.4	-4.4	-7.0	1.8	0.4	-0.7
O=C(NCCc1ccccc1)c1ccc(CS(=O)(=O)c2ccc(Cl)cc2)o1	-3.8	-2.6	.	2.6	-0.1	-16.8	-6.4	-0.6	1.3

Gathered by group: the entries above with an aryl methoxy group.
mol	FadD28 FP inh	FBA Mtb inh	BioA inh	Anthrax LF inh2	Mtb UGM inh	GDH-TPI counter	BoNT F protease	BoNT-A LC inh2	PfHsp40 rescue
CCOc1ccc(NC(=S)N2CCc3cc(OC)c(OC)cc3C2COc2ccc3c(C)cc(=O)oc3c2)cc1 (configuration not stated)	0.7	14.2	.	-1.3	-2.5	23.0	-7.6	-0.6	1.2
COC(=O)c1ccccc1NC(=O)Cc1ccccc1OC	-1.0	1.7	0.5	-6.4	-4.4	-7.0	1.8	0.4	-0.7

The results go on:
mol	FadD28 FP inh	FBA Mtb inh	BioA inh	Anthrax LF inh2	Mtb UGM inh	GDH-TPI counter	BoNT F protease	BoNT-A LC inh2	PfHsp40 rescue
CN(C)C(CNC(=O)c1cccc(S(=O)(=O)NCc2ccccc2)c1)c1ccco1 (configuration not stated)	-2.3	-2.2	-0.2	1.4	-1.2	0.0	-9.3	-0.7	0.2
COC(=O)CC1SCCNC1=O (configuration not stated)	-2.3	0.3	-2.5	0.8	1.4	-0.7	-1.2	-1.4	0.8
FCCCOc1ccc(/C=N/OCc2ccc(Cl)cc2)cc1	-0.4	-0.1	-3.1	-3.1	1.3	1.9	-13.8	-0.4	-1.1
Cc1cc(Cl)ccc1OC(C)C(=O)OCC(=O)Nc1ccc2[nH]c(=O)[nH]c2c1 (configuration not stated)	-1.7	-1.0	0.1	-5.5	3.6	2.9	-2.0	-1.1	0.2
CC1CCN(S(=O)(=O)c2nnc(NC(=O)c3cccc(Cl)c3)s2)CC1	-3.1	-1.5	1.0	3.1	-0.2	6.7	-4.8	-0.6	-0.9
O=C(NC(=S)Nc1ccc(N2CCOCC2)c(Cl)c1)c1cncc(Br)c1	1.2	0.5	.	1.0	0.9	-0.4	-5.8	-0.8	3.5
CCC(=O)c1c[nH]c(C(=O)N2CCOCC2)c1	-1.4	-0.5	-1.1	1.1	-3.9	-9.8	-4.4	-1.3	-0.1
COC(=O)N/N=C/c1c[nH]c2ccccc12	-2.7	-2.3	.	0.0	0.8	-1.5	-2.9	0.1	-0.3
Cc1ccc(N2C(=O)C3C4C=CC(CC4)C3C2=O)cc1Cl (configuration not stated)	-0.6	-1.4	-0.2	-4.7	4.6	0.0	?	-1.0	-0.2
c1ccc2c(CNCCN3CCOCC3)cccc2c1	-0.5	0.2	-0.6	1.8	2.3	1.0	0.5	0.6	-0.6
CCC(CC)CN1C(N(C)C)=NC[C@@H]1CC(C)C	-2.0	4.7	3.4	-7.7	2.6	6.5	11.0	0.0	-0.6
Cc1nn(CC(=O)Nc2nccs2)c(C)c1[N+](=O)[O-]	-0.7	-1.6	.	-4.5	-0.3	5.6	-3.1	-1.8	-0.3
C(=N\n1cnnc1)/c1ccc(OC2CSC2)cc1	0.9	1.1	1.1	-2.6	-0.9	9.6	8.3	0.5	-1.7
CCOC(=O)Cc1ccc(NC(=O)c2ccc([N+](=O)[O-])cc2)cc1	-1.2	1.9	.	-5.1	-1.7	-6.6	-3.3	0.2	-0.5
Cc1ccc(-c2cc(-c3ccc(F)cc3)c(C#N)c(N)n2)o1	-2.8	46.8*	0.1	0.5	3.4	2.5	2.6	6.6	-0.1
COc1ccc(CC(=O)N(C)Cc2ccc(OC(F)F)cc2)cc1S(=O)(=O)N1CCOCC1	-1.2	1.4	0.1	-7.6	.	6.5	-3.6	0.2	1.6
CC(=O)Nc1sc2c(c1C(c1ccccn1)N1CCN(C)CC1)CCCC2 (configuration not stated)	-4.1	-0.9	-0.7	-2.8	0.7	-1.0	0.2	-0.4	-2.5
COc1nccnc1NS(=O)(=O)c1ccc(NC(=S)NC(=O)c2ccccc2)cc1	-2.5	1.2	-0.8	1.1	0.5	7.2	1.4	0.7	3.7
Cc1cc(C)cc(C(=O)NCC(=O)OC(C)C(=O)N(C)c2ccccc2)c1 (configuration not stated)	-3.7	1.5	3.5	-1.2	1.5	3.5	-2.8	-0.7	-0.8
CC1(C)OC(=O)C(=CNNc2c(Cl)cc(Cl)cc2Cl)C(=O)O1	0.1	1.0	-3.1	8.2	0.0	14.0	-2.5	0.2	-0.9
Cc1ccc(-n2c(SCC(N)=O)nc3c(oc4ccccc43)c2=O)cc1	-0.3	0.3	2.2	-6.2	1.1	-0.6	17.2	-1.7	-0.4
Cc1ccc(NC(=O)c2ccccc2F)cc1S(=O)(=O)N1CCCCCC1	-5.1	0.8	.	-5.3	-0.5	3.7	2.6	-0.5	2.7
O=C(CNC(=O)c1sc2ccccc2c1Cl)NCc1ccc(F)cc1	-0.1	3.8	0.6	-1.2	-1.5	8.4	11.5	2.2	0.3
CCOc1cc(C)c(Cl)cc1S(=O)(=O)n1nnc2ccccc21	-3.1	-3.3	.	-0.3	2.6	-6.4	-1.4	0.1	1.2
Cc1ccc2nc3c(cc(S(=O)(=O)c4ccccc4)c(=N)n3Cc3ccco3)c(=O)n2c1	0.0	121.5*	0.0	2.5	2.3	5.0	-1.8	1.7	-1.4
O=C1NC(=S)N/C1=C/c1cccc2ccccc12	-1.5	0.5	-1.4	1.5	2.3	16.4	17.5	-0.8	-0.2
Cc1ccc(C(=O)Nc2sc3c(c2C(=O)NCc2ccco2)CCCC3)cc1	-2.1	15.8	-1.1	-6.7	-1.6	7.8	-34.3	-1.0	0.5
O=C(O)C1CC(=O)N(CCOc2ccccc2)C1 (configuration not stated)	0.2	-1.9	0.3	-1.5	5.3	1.3	-13.3	-0.4	0.5
CCCC(C)C(=O)Nc1nc(C)c(-c2csc(Nc3cc(Cl)ccc3C)n2)s1 (configuration not stated)	-0.3	-0.9	4.9	-0.8	0.4	12.1	-15.2	-0.2	-0.6
C=CCn1cn[nH]c1=S	-0.8	3.9	0.1	-1.7	-5.2	-1.6	0.1	-0.9	2.2
COc1ccc(OC)c(N2CC(O)=C(c3nc4ccccc4s3)C2=N)c1	0.2	-2.0	1.6	-2.4	-0.7	35.8*	-25.5	-0.6	0.8
COc1ccccc1CNC(=O)COC(=O)/C=C/c1cccs1	-3.6	-6.0	.	0.4	-2.7	11.8	-6.0	-0.2	-1.2
CCC(=O)/C=C1/Sc2ccccc2N1CC	0.4	0.0	2.6	-0.5	0.4	39.0*	1.9	1.5	1.2
